# Bioassay records from PubChem BioAssay.
# RTF Ca sens act: increases calcium sensitivity of human cardiac regulated thin filaments. AID 493008. IANBD-labeled TnC RTF fluorescence at EC20 calcium; 0% EC20 calcium, 100% full calcium. P19429+P45379. 0.24% of 340,000 active. activation, % at 7.2 µM;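 active = activation above the mean over all tested compounds plus 3 SD, cut at about 30% in these data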;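 also: rise in fluorescence read as greater calcium sensitivity of cardiac thin filaments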
# LANA DNA inh: KSHV C-LANA DNA binding inhibition | MBP-C-LANA/FAM-LBS DNA binding, fluorescence polarization | inhibition, % at 9 µM | 0.078% of 340,000 active | AID 504423;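 active = highest replicate inhibition at or above 60% at 9 µM, even if other replicates fall short; inactive = all replicates below 60% inhibition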;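 also: 0% = neutral control wells and 100% = 4 µM acridine orange control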
# HTR5A ag: counter-screen for OPRM1-OPRD1 agonists: human HTR5A agonism | P47898 | HTR5A agonist assay, luminescence, cell-based | activation, % at 9.3 µM | 0.61% of 340,000 active | AID 504692; in the data active = activation mostly above about 9.5%, no sharp cut-off; inactive = mostly below about 7.6%;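 also: 0% = cells with vehicle only and 100% = reference agonist; strong numbers were not always called active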
# Target sequence (P47898 whole entry, looked up): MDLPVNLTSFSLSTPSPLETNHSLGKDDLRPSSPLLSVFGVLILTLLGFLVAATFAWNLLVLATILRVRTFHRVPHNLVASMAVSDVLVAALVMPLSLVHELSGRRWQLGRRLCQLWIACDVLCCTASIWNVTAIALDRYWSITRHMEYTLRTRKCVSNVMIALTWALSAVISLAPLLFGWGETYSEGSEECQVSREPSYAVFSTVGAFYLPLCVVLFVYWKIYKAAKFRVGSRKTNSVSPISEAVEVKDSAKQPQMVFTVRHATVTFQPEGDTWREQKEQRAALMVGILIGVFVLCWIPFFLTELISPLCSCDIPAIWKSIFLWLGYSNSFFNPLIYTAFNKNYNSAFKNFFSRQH
# MOR-DOR inv ag: inverse agonist of human OPRM1-OPRD1 heterodimerization; P35372+P41143; cell-based MOR-DOR heterodimer luminescence, inverse agonism; inhibition, % at 9.3 µM; 0.21% of 340,000 active; AID 504357; in the data active = inhibition above about 22%, passing the limit was not always enough;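 also: 0% = cells with DMSO and 100% = wells without cells with DMSO; values of inactives mirror those of a sister screen read the other way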
# V-ATPase pH: regulators of yeast V-ATPase proton transport; S. cerevisiae, pHLuorin cytosolic pH fluorescence; response, % at 10 µM; 0.37% of 350,000 active; AID 504577; in the data active = response mostly above about 7.3%, no sharp cut-off; inactive = mostly below about 5.4%; also: actives read high; inactives centre near 0; some compounds called inactive have numbers as strong as hits; reference of the scale not given here
# HTR5A inv ag: HTR5A inverse agonism, opioid heterodimer counter-screen; inhibition, % at 9.3 µM; AID 504634; 0.083% of 340,000 active; HTR5A cell line, luminescence; in the data active = inhibition mostly above about 23%, no sharp cut-off; inactive = mostly below about 18%;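 also: 0% = cells with DMSO and 100% = no-cell wells with DMSO; some compounds called inactive have numbers as strong as hits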
# MOR-DOR ag: OPRM1-OPRD1 heterodimerization agonism; cells, luminescence; activation, % at 9.3 µM; 0.3% of 340,000 active; AID 504326; in the data active = activation above about 18%;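 also: 0% = vehicle-treated cells and 100% = reference agonist; values of inactives mirror those of a sister screen read the other way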
# CAL PDZ FP: CAL PDZ (human) peptide binding inhibition; AID 602252; inhibition, % at 24.9 µM; 0.92% of 300,000 active; purified CAL PDZ, TMR-peptide fluorescence polarization, 1 h;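 active = mean inhibition of at least 30% with at least half of replicates also reaching 30%; inconclusive = no clear call, values can overlap the other calls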;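 also: 0% = DMSO neutral control and 100% = excess unlabeled competitor peptide PRC23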
# Keap1-Nrf2 PPI: Keap1-Nrf2 (human) interaction inhibition; Q14145; Keap1 Kelch-Nrf2 peptide fluorescence polarization, 1536-well; inhibition, % at 9.4 µM; 0.15% of 340,000 active; in the data active = inhibition above about 12%; inconclusive = no clear call, values can overlap the other calls; inactive = below about 7.3%;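 also: human Keap1 Kelch domain with fluorescein labeled Nrf2 9mer peptide probe; 0% = neutral control wells and 100% = peptide positive control; higher means more block of Keap1 binding to Nrf2 peptide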
# Target sequence (Q14145 whole entry, looked up, the tested form may be a part): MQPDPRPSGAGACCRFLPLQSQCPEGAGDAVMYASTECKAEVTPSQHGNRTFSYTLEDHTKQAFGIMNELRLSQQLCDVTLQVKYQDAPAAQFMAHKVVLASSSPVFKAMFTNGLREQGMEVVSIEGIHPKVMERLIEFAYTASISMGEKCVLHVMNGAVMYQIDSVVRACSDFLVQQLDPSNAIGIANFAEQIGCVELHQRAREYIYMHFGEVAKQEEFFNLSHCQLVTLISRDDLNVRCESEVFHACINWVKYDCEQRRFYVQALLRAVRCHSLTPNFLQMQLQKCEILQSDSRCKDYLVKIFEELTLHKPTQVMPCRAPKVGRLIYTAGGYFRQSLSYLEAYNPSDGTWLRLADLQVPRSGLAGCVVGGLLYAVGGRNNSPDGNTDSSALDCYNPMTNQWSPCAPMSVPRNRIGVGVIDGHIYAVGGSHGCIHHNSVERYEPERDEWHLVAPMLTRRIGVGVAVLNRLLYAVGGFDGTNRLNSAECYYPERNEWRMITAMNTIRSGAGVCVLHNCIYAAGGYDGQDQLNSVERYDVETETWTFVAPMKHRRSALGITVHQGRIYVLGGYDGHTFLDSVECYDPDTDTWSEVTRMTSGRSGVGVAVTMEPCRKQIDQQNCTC
# Cardiac RTF inh: cardiac RTF calcium desensitization; IANBD-labeled cardiac RTF, Ca2+ fluorescence; inhibition, % at 7.15 µM; AID 493244; 0.12% of 340,000 active; P19429+P45379;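 active = inhibition above the mean inhibition of all tested compounds plus 3 SD, cut at about 17% in these data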;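 also: assay run at fixed EC70 calcium of 1.6 mM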
# * marks the source's active call; other numbers are inactive results; ? = inconclusive; / = not tested or not shown. Random draw from the library; any-hit rate near 2.8%.
SMILES,RTF Ca sens act,LANA DNA inh,HTR5A ag,MOR-DOR inv ag,V-ATPase pH,HTR5A inv ag,MOR-DOR ag,CAL PDZ FP,Keap1-Nrf2 PPI,Cardiac RTF inh
Nc1nonc1-n1nnc(C(=O)O)c1-c1cccs1,9.2,1.2,0.9,11.9,1.8,1.6,-2.0,3.4,-1.2,6.7
O=C(CCSCCc1ccccn1)Nc1cccc([N+](=O)[O-])c1,0.7,-0.2,-4.0,23.4,-2.9,13.4,-4.7,1.5,-1.1,7.0
O=C(CNC(=S)N(Cc1ccccc1)Cc1ccccc1F)NCCc1ccc(Cl)cc1,0.0,3.0,0.5,-25.9,-1.6,-1.3,5.5,2.4,-3.2,8.6
CC12CCC(C(=O)N(NC(=O)c3ccc(O)cc3)C1=O)C2(C)C (configuration not stated),4.9,0.7,6.6,-5.9,4.6,-16.9,1.1,-1.5,-3.8,1.1
Cc1nc2scc(-c3ccccc3)c2c(=O)o1,-1.2,2.2,3.4,4.2,0.4,-12.0,-0.8,-2.1,2.4,-4.9
O=C(O)c1cccc(NC(=S)NC(=O)c2cncc(Br)c2)c1,2.4,-0.8,-6.3,28.3,-0.5,5.2,-5.5,5.9,-1.6,-1.7
COc1ccc(Cc2nc3ccc(C(=O)N4CCN(C)C(C)C4)cc3o2)cc1OC (configuration not stated),-0.8,0.9,2.1,1.1,-0.3,-3.7,-0.2,-4.2,2.0,-2.5
Cc1ccc(Sc2c(C)nn(C(=O)c3cccc(S(=O)(=O)N4CCOCC4)c3)c2C)cc1,-6.5,-0.5,-1.6,-26.5,-2.5,-17.9,4.9,/,0.4,-1.1
O=c1c(C(c2ccccc2)c2c(O)nc3n(c2=O)CCS3)c(O)nc2n1CCS2,6.2,1.0,9.0,0.8,1.2,-22.2,-0.1,0.7,?,-11.5
CC(=O)Nc1nc(NC(=O)C(Cl)(Cl)Cl)n(-c2ccccc2)n1,6.3,-0.7,1.3,19.4,1.9,-24.4,-3.7,-0.5,-4.3,5.5
COC(=O)C(Cc1ccc(O)cc1)NC(=O)C1CCN(S(=O)(=O)c2ccc(C)cc2)CC1 (configuration not stated),-8.7,0.5,-2.7,-5.2,2.8,-9.2,0.8,-1.6,-4.8,1.0
COc1cccc(/C=N/NC(=O)c2cnccn2)c1,0.5,-1.9,2.3,8.4,0.8,-13.7,-1.7,1.1,-2.7,4.3
COc1ccc(-c2nc(SC(C)C(=O)NC3CC3)n[nH]2)cc1 (configuration not stated),-1.4,1.1,-1.5,7.4,5.3,-3.8,-1.1,-1.7,-2.1,-0.2
CN(C)CCNCc1ccccc1OC1CCCC1,1.9,-0.4,2.0,12.5,-0.1,15.4,-2.4,/,-4.1,-6.0
CC(=O)c1ccc(OCC(O)CN2CCN(S(=O)(=O)c3c(C)cc(C)cc3C)CC2)cc1 (configuration not stated),-0.7,-1.3,1.4,-6.2,2.4,-5.2,1.3,-3.7,0.4,-7.6
CCc1cc2c(=O)oc(-c3ccc(Br)cc3)nc2s1,-1.8,-4.7,-6.1,1.4,-0.7,21.8,-0.3,-2.4,3.5,4.2
O=C(C1CCN(Cc2ccc(Cl)cc2)CC1)N1CCN(C(c2ccccc2)c2ccccc2)CC1,-2.6,1.1,2.3,-25.1,0.9,-8.5,4.8,-0.7,-3.0,10.7
CN(C(=O)COC(=O)CNC(=O)CNC(=O)c1ccc(Cl)cc1Cl)c1ccccc1,1.1,0.6,-0.8,-4.7,1.7,2.1,0.9,-0.7,0.3,-2.3
Cc1cc(C)n(-c2ccc(NC(=O)C3CCCCN3C(=O)c3occc3C)cc2)n1 (configuration not stated),6.2,0.2,3.3,-0.6,0.7,-10.3,0.1,/,-2.9,-4.8
C/C(Cn1cnc([N+](=O)[O-])n1)=N\NC(=O)c1ccc(F)cc1,-0.7,-1.1,3.6,1.7,0.8,1.3,-0.3,-6.5,-1.1,8.2
O=C(NCc1ccc(-c2csnn2)cc1)c1cccs1,14.7,-0.8,4.8,1.6,-1.6,-12.5,-0.3,0.1,-6.1,-5.4
Cc1cc(C)c(-n2c(SCC(=O)N3CCOCC3)n[nH]c2=O)c(C)c1,-1.3,0.6,2.6,0.7,-0.5,-10.0,-0.1,-0.9,-1.7,-5.9
O=C(CSc1ccc2ccccc2n1)NCc1ccc2c(c1)OCO2,3.8,-0.4,0.6,5.1,-1.6,-1.6,-0.9,2.1,-1.2,-7.9
COc1ccc([N+](=O)[O-])cc1NC(=O)CC(C)c1ccccc1 (configuration not stated),0.4,-0.4,2.0,16.3,-4.5,-7.3,-2.8,-5.7,-1.5,8.9
COc1cccc(-c2csc(N3CCN(C(=S)Nc4ccc(Cl)cc4)CC3)n2)c1,-1.1,1.3,12.2,-13.2,2.3,-31.6,2.3,1.0,-1.9,-2.1
CCOC(=O)Cc1csc(NC(=O)C(CC(C)C)NC(=O)C2CCCCC2)n1 (configuration not stated),2.9,-0.2,-1.7,11.4,-6.4,4.7,-2.1,-4.2,1.9,4.6
COc1ccc(CN2CCN(C(C)C(=O)NC(C)c3ccc(F)cc3)CC2)cc1F (configuration not stated),-8.9,0.0,0.6,6.0,8.3,3.0,-1.0,-0.8,-2.2,4.7
COc1nccnc1NS(=O)(=O)c1ccc(NC(=S)NC(=O)c2ccc(F)cc2)cc1,4.6,-2.2,-3.5,23.7,-2.2,-1.0,-4.5,-1.9,-2.2,2.6
O=C(CN1CCN(S(=O)(=O)N2CCCCCC2)CC1)Nc1cc(Cl)ccc1Cl,-3.5,0.8,2.2,1.1,3.6,-8.5,-0.2,1.8,-4.1,-33.2
O=S(=O)(/C=C/c1ccccc1)Nc1cccc(S(=O)(=O)NC2=NCCC2)c1,2.4,1.0,3.2,-2.8,2.7,-8.3,0.5,-1.6,-3.1,-4.0
Cc1ccc(Nc2nc3ccccc3nc2Nc2c(C)n(C)n(-c3ccccc3)c2=O)cc1,-3.9,-0.6,-7.4,10.5,1.1,19.3,-2.1,1.9,-1.9,-13.8
Cc1ccc(NC(=O)CCc2nc3ccccc3[nH]2)cc1C,3.0,-0.2,0.9,5.2,-3.1,-22.8,-1.0,2.6,-0.2,1.4
CCOc1ccc(N/C(N)=N/c2nc(C)cc(C)n2)cc1,-3.2,-0.4,-0.7,3.5,6.9,2.5,-0.8,-6.0,-7.3,-10.2
O=S(=O)(O)c1nc2ccccc2n1Cc1ccc(Cl)cc1Cl,-6.3,1.2,2.9,4.8,-4.2,-11.1,-0.9,-6.6,-0.7,-0.7
Cc1cc(N(C)NC(=S)Nc2ccccc2)nc(C)n1,-3.1,1.8,-0.8,16.9,1.6,2.0,-3.2,-5.1,1.1,-18.5
O=C(NCc1ccccn1)c1cc(-c2ccc(Br)cc2)nc2ccccc12,2.4,0.3,6.0,-2.8,1.5,-15.8,0.6,-5.8,-2.7,-11.3
CCOC(=O)CNC(=O)CNC(=O)Cn1ccc2ccccc2c1=O,-0.4,0.9,1.5,11.1,-1.9,-5.8,-1.8,-4.8,-2.1,-10.0
O=C(Nc1ncc(Cc2cc(Cl)ccc2Cl)s1)c1ccc([N+](=O)[O-])cc1,4.0,2.4,7.2,0.4,1.3,-19.5,-0.1,1.9,2.6,-2.9
CN(C)S(=O)(=O)N(Cc1ccc(Br)cc1)c1ccccc1,1.2,0.8,6.0,-3.4,3.0,5.2,0.6,-3.9,-1.9,-4.4
O=C(O)c1ccc2c(c1)C(=O)N(c1cc(C(=O)O)ccc1Br)C2=O,-0.9,1.4,-1.9,7.3,0.9,-19.6,-1.4,-1.5,-4.2,-5.0
OC(CN1CCCCCC1)CN(c1ccccc1)c1ccccc1 (configuration not stated),-3.8,-2.6,-1.2,11.8,-0.1,4.2,-2.4,1.2,-0.3,-4.2
O=C(Nc1ccc(C(=O)O)cc1)/C(=C\c1ccc2c(c1)OCO2)NC(=O)c1ccco1,-4.9,1.1,5.7,5.3,-0.5,-32.0,-1.1,/,5.5,-1.5
O=C(CSc1nc(-c2ccc(F)cc2)cc(C(F)(F)F)n1)NCc1cccs1,0.8,-0.3,1.0,0.6,0.0,-5.5,-0.1,-1.1,-0.2,-9.8
Cc1nn(C)c(C)c1S(=O)(=O)N(CC(=O)NCCCN1CC(C)CC(C)C1)c1ccc(C(C)C)cc1 (configuration not stated),-1.5,0.9,3.0,11.1,-2.7,7.7,-2.1,-2.2,-2.7,0.0
O=[N+]([O-])c1ccc(/C=N/Nc2ccccn2)cc1,-1.5,2.7,3.8,-95.0,-2.1,-14.9,16.4,-0.8,-2.8,-4.3
Cc1oc(-c2ccccc2F)nc1CN1CCC(C(=O)NC2CCCc3ccccc32)CC1 (configuration not stated),2.0,0.4,-2.6,-1.1,5.5,6.8,0.2,2.6,-2.8,-13.3
O=C(NCCc1cccs1)c1cccs1,4.0,-0.3,-0.7,5.3,-0.4,1.8,-1.1,/,-0.8,10.4
O=C(Nc1ncccc1Cl)c1cc2ccccc2o1,0.2,-1.2,-1.4,13.7,2.4,5.8,-2.6,-2.5,-5.0,-1.8

# Molecules shown so far that contain an NH in an aromatic ring, in the order listed:
SMILES,RTF Ca sens act,LANA DNA inh,HTR5A ag,MOR-DOR inv ag,V-ATPase pH,HTR5A inv ag,MOR-DOR ag,CAL PDZ FP,Keap1-Nrf2 PPI,Cardiac RTF inh
COc1ccc(-c2nc(SC(C)C(=O)NC3CC3)n[nH]2)cc1 (configuration not stated),-1.4,1.1,-1.5,7.4,5.3,-3.8,-1.1,-1.7,-2.1,-0.2
Cc1cc(C)c(-n2c(SCC(=O)N3CCOCC3)n[nH]c2=O)c(C)c1,-1.3,0.6,2.6,0.7,-0.5,-10.0,-0.1,-0.9,-1.7,-5.9
Cc1ccc(NC(=O)CCc2nc3ccccc3[nH]2)cc1C,3.0,-0.2,0.9,5.2,-3.1,-22.8,-1.0,2.6,-0.2,1.4

# Following part:
SMILES,RTF Ca sens act,LANA DNA inh,HTR5A ag,MOR-DOR inv ag,V-ATPase pH,HTR5A inv ag,MOR-DOR ag,CAL PDZ FP,Keap1-Nrf2 PPI,Cardiac RTF inh
COc1ccc(-c2cc(C(F)(F)F)nc(N3CCN(c4ccc(F)cc4)CC3)n2)cc1OC,4.2,-0.3,0.5,4.9,0.4,7.2,-0.8,-1.8,-1.7,6.2
CCOc1ccc(S(=O)(=O)/N=C(/c2ccccc2)N(C)C)cc1,8.0,2.8,2.5,18.8,-2.8,12.3,-3.5,/,-3.6,-1.1
Cc1ccc(/C=C/C(=O)NCc2cccs2)o1,2.0,-0.1,5.8,-3.5,4.6,-4.7,0.7,-0.9,-16.8,0.2
CCC(C)NCCOCCOc1ccc(Cl)c2ccccc12 (configuration not stated),6.8,-2.4,4.3,-14.6,-3.6,-11.8,3.1,10.4,-0.4,-11.4
CN(C)CCCN(Cc1ccccc1)C(=S)Nc1ccc(SC(F)F)cc1,-0.8,0.3,4.7,-15.1,0.1,-13.3,2.9,-1.3,-1.5,8.1
CCOc1ccc(NC(=O)CSc2nnc(C3CC3)n2N)cc1,-3.8,-0.4,0.7,16.4,-1.9,3.8,-3.0,0.8,-3.0,-8.4

# 3 entries out of the list above, ordered by their value in CAL PDZ FP, falling.
compound | CAL PDZ FP
O=C(CN1CCN(S(=O)(=O)N2CCCCCC2)CC1)Nc1cc(Cl)ccc1Cl | 1.8
CN(C(=O)COC(=O)CNC(=O)CNC(=O)c1ccc(Cl)cc1Cl)c1ccccc1 | -0.7
COc1ccc(-c2cc(C(F)(F)F)nc(N3CCN(c4ccc(F)cc4)CC3)n2)cc1OC | -1.8
